GAA inhib: inhibitors of human lysosomal alpha-glucosidase | 200,000 compounds, 0.005% hits | purified human GAA, 4-MU-alpha-glucoside fluorescence | Potency, µM (top dose mostly 76.9 µM), for the others: top-dose activity change, negative = inhibition, most hits filed as inhibitors | P10253;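 further: plate controls were uninhibited enzyme wells for no effect and no-enzyme background for full effect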
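Human enzyme at 4 nM with 400 uM 4-methylumbelliferyl-alpha-D-pyranoside, citrate/phosphate buffer pH 5.0, 0.005% Tween-20, 20 min at room temperature. Compounds up to 77 uM. 4-MU fluorescence (Ex 365/Em 440) read after NaOH/glycine stop; AC50 from Hill fit.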
GAA spleen mod: lysosomal alpha-glucosidase (human) modulation; 240,000 compounds, 0.006% hits; P10253; Potency, µM (series often up to 79.9 µM), without a hit: at the top dose activity change, negative = inhibition, most hits filed as inhibitors; human spleen homogenate, 4-MU-alpha-glucoside fluorescence;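 further: 0% = enzyme with vehicle and -100% = no enzyme basal signal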
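Compounds were titrated against alpha-glucosidase in spleen homogenate at pH 5.0, with 1 mM 4-methylumbelliferyl substrate for 40 min at 37 C. Reactions were quenched with pH 10 NaOH/glycine and fluorescence measured.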
TexasRed fluor: Texas Red fluorescence interference in TRb-SRC2 counter-screen; TRb/SRC2 Texas Red total fluorescence interference; Potency, µM (doses to about 106 µM), without a hit: at the highest dose fluorescence change, negative = quenching; 280,000 compounds, 0.29% hits; active means well fitted curve in either direction with a large enough effect; inconclusive means small, poorly fitted or top-dose-only effect
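Human TRb ligand-binding domain at 0.6 uM with 20 nM Texas Red SRC2 peptide in Tris buffer containing 1 uM T3 and 5% DMSO, incubated with compound 5 h at ambient temperature. Total fluorescence (555/632 nm) calculated as parallel + 2 × perpendicular.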
GoLoco inh red: blocks human Gai1 binding to RGS12 GoLoco peptide, red readout. Potency, µM (titrated, usually from 61.6 µM), for the others: at the top dose activity, negative = inhibition, hits mostly inhibitors. Gai1:RGS12 GoLoco peptide FP, rhodamine, 10 min. P63096. 230,000 compounds, 0.44% hits; active means well fitted inhibition curve with a large enough effect, not every such curve was filed as active; inactive means no such curve, though single readings can be large or run the other way; further: nearly all actives have a fitted effect of over 30% in size; many of its hits are not listed in these tables
RECQ1 inh: inhibitors of human RECQ1 DNA helicase; AID 2549; RECQ1 DNA unwinding, red fluorescence kinetic read; 240,000 compounds, 0.54% hits; Potency, µM (top dose mostly 57.3 µM), for the others: at the highest dose activity, negative = inhibition, most hits filed as inhibitors; P46063;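 further: plate controls were vehicle for no effect and no enzyme for full effect; nearly all actives have a fitted effect of over 30% in size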
Target sequence (P46063 whole entry, looked up): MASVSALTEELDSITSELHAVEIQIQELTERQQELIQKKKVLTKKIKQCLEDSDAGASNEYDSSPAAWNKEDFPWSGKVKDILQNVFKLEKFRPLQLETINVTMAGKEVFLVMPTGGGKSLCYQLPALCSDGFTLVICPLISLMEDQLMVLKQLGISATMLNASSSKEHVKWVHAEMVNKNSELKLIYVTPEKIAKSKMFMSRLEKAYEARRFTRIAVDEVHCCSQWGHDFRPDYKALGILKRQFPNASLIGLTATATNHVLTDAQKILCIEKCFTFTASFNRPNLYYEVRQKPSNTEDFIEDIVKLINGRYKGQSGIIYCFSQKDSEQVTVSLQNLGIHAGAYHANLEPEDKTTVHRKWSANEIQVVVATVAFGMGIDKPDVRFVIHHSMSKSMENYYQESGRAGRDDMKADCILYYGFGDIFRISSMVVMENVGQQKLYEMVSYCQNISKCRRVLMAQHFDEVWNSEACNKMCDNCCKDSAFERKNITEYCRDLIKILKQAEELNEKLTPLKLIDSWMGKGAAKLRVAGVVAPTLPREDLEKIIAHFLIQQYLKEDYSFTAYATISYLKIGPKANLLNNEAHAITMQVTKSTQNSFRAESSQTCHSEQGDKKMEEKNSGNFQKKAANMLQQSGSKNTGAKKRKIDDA
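RECQ1T1 50 nM; forked duplex (20 bp + 30-nt ss tails) 200 nM, ATP 2 mM final; pH 8.0, 2 mM MgCl2, 2.5 ug/ml poly(dI-dC); 15 min compound preincubation; discontinuous kinetic read over 2 h at RT.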
L3MBTL1 block: blocks human L3MBTL1; Q9Y468; AlphaScreen L3MBTL1–H3K9me1 peptide binding; Potency, µM (doses to about 57.1 µM), without a hit: at the top dose activity, negative = inhibition, usual class: inhibitors; 230,000 compounds, 0.66% hits; further: nearly all actives have a fitted effect of over 60% in size
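First, the protein-peptide complex forms for 30 min at room temperature (L3MBTL1 50 nM, biotinylated H3K9me1 peptide 75 nM). Next, compounds are pin-transferred and incubated 30 min. Finally, AlphaScreen beads are added and read after 30 min.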
GAA glycogen: GAA glycogen-cleavage inhibition or activation; Potency, µM (doses to about 76.4 µM), for the others: top-dose activity change, negative = inhibition, most hits filed as inhibitors; recombinant GAA, glycogen substrate, Amplex Red glucose oxidase fluorescence; AID 2100; 300,000 compounds, 0.38% hits; P10253;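 further: 0% = full enzyme reaction and -100% = no-enzyme basal signal; the screen sought inhibitors and activators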
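qHTS, 1536-well; enzyme 4 nM final; cpd up to 77 uM; substrate bovine liver glycogen 30 ug; 50 mM citrate/phosphate pH 5.0, 0.01% Tween-20; 37 C, 40 min; Amplex Red detection 45 min RT; Hill fit → AC50.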
TRb SRC2 PPI: disrupts binding of human TR beta to SRC2 | P10828 | TRbeta-SRC2 peptide binding, fluorescence polarization; receptor liganded with 1 µM T3 | Potency, µM (doses to about 106 µM), without a hit: at the top dose activity change, negative = inhibition, hits mostly inhibitors | 280,000 compounds, 0.065% hits | AID 1469;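 further: plate controls were bound peptide for no effect and peptide without receptor for full effect; nearly all actives have a fitted effect of over 50% in size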
Target sequence (P10828 whole entry, looked up): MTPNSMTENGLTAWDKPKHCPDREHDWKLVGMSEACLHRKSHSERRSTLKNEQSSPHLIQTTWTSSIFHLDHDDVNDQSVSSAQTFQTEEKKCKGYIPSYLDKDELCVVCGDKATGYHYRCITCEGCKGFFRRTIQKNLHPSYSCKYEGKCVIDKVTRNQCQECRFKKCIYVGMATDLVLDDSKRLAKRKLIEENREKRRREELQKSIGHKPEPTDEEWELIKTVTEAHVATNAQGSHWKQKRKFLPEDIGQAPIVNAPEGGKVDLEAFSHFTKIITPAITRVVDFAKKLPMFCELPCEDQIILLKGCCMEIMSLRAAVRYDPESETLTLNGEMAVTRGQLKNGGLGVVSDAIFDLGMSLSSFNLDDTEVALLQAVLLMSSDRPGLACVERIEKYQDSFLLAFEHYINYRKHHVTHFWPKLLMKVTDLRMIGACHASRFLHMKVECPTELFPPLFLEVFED
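TRb LBD 0.6 uM + Texas Red SRC2 peptide 20 nM, 1 uM T3, Tris buffer w/ 5% DMSO; compound pinned, 5 h RT; FP read ex 555/em 632; normalized to unbound and bound controls.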
Active calls of the source: *; i = inactive; ? = inconclusive; / = no result given; [ ] = dose if it differs, or a comment. Unless noted, the call rests on the fitted dose curve; in most records, active means well fitted curve in the direction sought with a large enough effect; inconclusive means small, poorly fitted or top-dose-only effect, or another doubt; inactive means no such curve, though single readings can be large; an effect the other way counts as inactive or inconclusive. Unless noted, on the % scale 0 is the no-effect control and ±100 the full control effect; potency means the concentration at half of the fitted maximal effect.

SMILES	GAA inhib	GAA spleen mod	TexasRed fluor	GoLoco inh red	RECQ1 inh	L3MBTL1 block	GAA glycogen	TRb SRC2 PPI
CCOc1ccc(N/C(N)=N/c2nc(CSc3nnnn3-c3ccccc3)cc(=O)[nH]2)cc1	/	1%	-1%	15%	-7%	4%	3%	6%
COc1ncnc2c1oc1nc(C)c3c(c12)CC(C)(C)OC3	3%[15.4 µM]	-9%	-2%	-7%	-12%	7%	-3%	-10%
CCOC(=O)c1[nH]c2ccccc2c1N=CN(CC)CC	-14%	-3%	-6%	4%	i	/	-20%	0%
CN(CCOC(=O)c1cccc(Br)c1)C(C)(C)C	-12%	4%	-1%	2%	-9%	/	9%	-1%
Cc1cc(Cl)ccc1OCC(=O)N/N=C1\CC2C=CCC12 (stereo not drawn)	-1%	-2%	-3%	-4%	-4%	-1%	-2%	-2%
COc1cc(/C=N/NC(=O)c2nonc2N)cc(OC)c1OC	4%	-25%	-3%	8%	0%	?	-14%	0%
CCc1cc(=O)oc2c(C)c(OCC(=O)N3CCCc4ccccc43)ccc12	?	5%	-1%	-10%	-9%	/	2%	-1%
c1ccc(-c2ccccc2OCCOCCN2CCCCC2)cc1	-1%	3%	5%	-5%	-14%	-1%	-8%	0%
O=c1oc2ccccc2c(N2CCC(c3ccccc3)CC2)c1[N+](=O)[O-]	1%	-1%	-4%	-1%	4%	/	3%	5%
Cc1cc(C(=O)NCC(=O)OCC(=O)Nc2ccc(OC(F)F)cc2)ccc1[N+](=O)[O-]	0%	8%	-2%	-2%	3%	-4%	-2%	-10%
CCOc1ccccc1Nc1nnc(SCC(=O)Nc2ccc3[nH]c(=O)[nH]c3c2)s1	6%	-6%	-6%	-4%	i	-8%	-9%	-6%
Cc1ccc2nc(C3CCCN3Cc3nc(CCC(C)C)no3)[nH]c2c1 (stereo not drawn)	/	6%	-8%	-2%	i	17%	-12%	-3%
O=C(CN1CCc2ccccc21)NN1CC(=O)N(c2ccccc2)CC1=O	/	-27%	0%	-1%	i	3%	-16%	3%
CCCCN1CCc2c([nH]c3ccc(C)cc23)C1=O	-1%	-3%	2%	-6%	-7%	0%	8%	3%
C=CCc1cccc(/C=N/NC(=O)CCC(=O)Nc2ccc(F)cc2)c1O	6%	-2%	-2%	4%	2%	-5%	-2%	0%
Cc1cc([N+](=O)[O-])nn1CC(=O)Nc1cc(F)ccc1F	7%	3%	-3%	-1%	i	0%	6%	9%
CN(C)S(=O)(=O)c1cccc(-c2csc(N/N=C/c3ccco3)n2)c1	/	-5%	-5%	-9%	-15%	-26%	?	-3%
O=C(COC(=O)[C@H](Cc1ccccc1)NC(=O)c1ccco1)NC(c1ccccc1)c1ccccc1	0%	-2%	2%	2%	0%	/	-13%	8%
CCC(CC)C(=O)Nc1nnc(SCC(=O)NC(C)(C)C)s1	3%	2%	0%	3%	-7%	7%	5%	4%
Cc1cc(=O)oc(C)c1C(=O)OCC(=O)c1ccc(Br)cc1	0%	10%	2%	5%	1%	2%	2%	-15%
O=C(/C(=C(\[O-])c1ccccc1)[n+]1ccc2ccccc2c1)c1ccccc1	5%	13%	-4%	14%	15%	-8%	-1%	3%
COc1cc(CNC2CCCC2)cc(Cl)c1OCc1ccc(F)cc1	-15%	-7%	1%	-6%	-2%	-2%	-5%	-3%
CN(C)c1cccc(C(=O)OCC(=O)NCC2CCCO2)c1 (stereo not drawn)	-2%	-10%	-2%	7%	8%	0%	-3%	-6%
O=C(CSc1cccc(C(F)(F)F)c1)NCc1ccccc1	2%	-4%	-3%	1%	-2%	8%	8%	3%
COc1cc(-c2nc3c[n+](CC(=O)c4ccccc4)ccc3n2C)cc(OC)c1OC	4%	-5%	-4%	-4%	-5%	2%	-4%	-7%
O=C(NCc1ccc(-n2cccc2)cc1)c1cccc(F)c1	3%	1%	-2%	14%	2%	4%	-5%	-6%
O=C(CN(C(=O)CCC(=O)Nc1nccs1)c1ccc2c(c1)OCCO2)NCc1ccco1	0%	-6%	0%	17%	i	/	3%	-7%
COC(=O)CC1C(C)(C)C(=O)C2CC3=C4CC(=O)OC(c5ccoc5)[C@]4(C)CCC3[C@@]1(C)C2=O (stereo partly drawn)	/	6%	-1%	8%	13%	/	/	3%
CC(C)Nc1oc(-c2cccc3ccccc23)nc1C#N	?	25%	-1%	-12%	-15%	9%	-16%	-1%
COC(=O)[C@H](COC(C)(C)C)NC(=O)O[C@H]1C(=O)c2ccc(OC)cc2O[C@@H]1c1ccc2c(c1)OCO2	/	4%	-2%	1%	i	/	/	-1%
Cc1ccc(CSCc2nnc(SCC(=O)N3CCN(c4ccccc4)CC3)n2C)cc1	0%	-5%	-2%	-8%	-5%	/	-8%	-7%
CC[C@H](C)[C@H](N)C1=N[C@H](C(=O)N[C@@H](CC(C)C)C(=O)N[C@@H](CCC(=O)O)C(=O)N[C@@H](C(=O)N[C@H]2CCCCNC(=O)[C@@H](CC(N)=O)NC(=O)[C@@H](CC(=O)O)NC(=O)[C@@H](Cc3cnc[nH]3)NC(=O)[C@@H](Cc3ccccc3)NC(=O)[C@@H]([C@@H](C)CC)NC(=O)[C@@H](CCCN)NC2=O)[C@@H](C)CC)CS1	/	-4%[29.1 µM]	-3%[53 µM]	4%[21.6 µM]	0%[25.9 µM]	/	/	-2%[53 µM]
COc1ccc(S(=O)(=O)N2CCC(C(=O)NCc3ccccn3)CC2)cc1Cl	-8%	-1%	0%	6%	0%	1%	2%	-10%
OC(COCc1cccs1)CN1CCN(c2cccc(Cl)c2)CC1 (stereo not drawn)	3%	-4%	-1%	-2%	-1%	-4%	-1%	8%
COc1ccc(S(=O)(=O)Nc2nnc(C)s2)cc1	6%	5%	0%	-4%	4%	-5%	11%	-10%
O=C(CO)[C@@H](O)C(O)[C@@H](O)CO (stereo partly drawn)	/	4%	-4%	/	-4%	/	/	-6%
Cc1ccc(CCNC(=O)c2nnn(-c3cc(C)cc(C)c3)c2N)cc1	2%	-6%	-4%	-12%	-13%	-1%	8%	-2%
Cn1c(=O)n(CCCOc2ccc(Cl)cc2)c2ccccc21	0%	-6%	-5%	0%	-1%	8%	-1%	-1%
Cn1nc([N+](=O)[O-])nc1S(C)(=O)=O	1%	1%	-2%	-1%	-15%	-8%	1%	7%
O=C(CCNc1ccc(Cc2ccncc2)cc1)c1cccc([N+](=O)[O-])c1	0%	3%	-2%	20%	-9%	-16%	-15%	-3%
CCOC(=O)C1(CCOc2ccccc2)CCN(Cc2cccn2-c2ncccn2)CC1	/	0%	0%	4%	0%	-21%	-9%	7%
Cc1c(Cl)c(C(=O)NNC(=S)Nc2ccc(F)cc2)nn1C	?	2%	-1%	13%	i	4%	?	-5%
CCOC(=O)C1(CCCc2ccccc2)CCN(C(=O)Cn2nc(C)nc2C)CC1	/	-3%	1%	-3%	8%	3%	-2%	-2%
CN(C)c1nc(NCc2ccccc2)nc(N/N=C/c2ccc(Cl)cc2Cl)n1	-6%	-7%	-1%	7%	10%	3%	-2%	4%
CC(=O)c1cccc(OCC(=O)N2CCN(c3ccc(C(F)(F)F)cn3)CC2)c1	-8%	/	1%	9%	i	17%	2%	0%
C[C@]12CCC(=O)C[C@@H]1CC[C@@H]1[C@@H]2CC[C@]2(C)C=CC[C@@H]12	-6%[15.4 µM]	1%	-2%	13%	-3%	/	-2%	12%
CCOc1cc(/C=N/NC(=O)CCn2nc(C)cc2C)ccc1O	/	-10%	-5%	-5%	-12%	18%	?	1%
COc1ccc(S(=O)(=O)Nc2ccc3oc(C)c(C(C)=O)c3c2)cc1	-3%	-3%	0%	-6%	-10%	/	-4%	-12%

Filtered by structure, those above containing a tert-butyl group
SMILES	GAA inhib	GAA spleen mod	TexasRed fluor	GoLoco inh red	RECQ1 inh	L3MBTL1 block	GAA glycogen	TRb SRC2 PPI
CN(CCOC(=O)c1cccc(Br)c1)C(C)(C)C	-12%	4%	-1%	2%	-9%	/	9%	-1%
CCC(CC)C(=O)Nc1nnc(SCC(=O)NC(C)(C)C)s1	3%	2%	0%	3%	-7%	7%	5%	4%
COC(=O)[C@H](COC(C)(C)C)NC(=O)O[C@H]1C(=O)c2ccc(OC)cc2O[C@@H]1c1ccc2c(c1)OCO2	/	4%	-2%	1%	i	/	/	-1%

Following part.
SMILES	GAA inhib	GAA spleen mod	TexasRed fluor	GoLoco inh red	RECQ1 inh	L3MBTL1 block	GAA glycogen	TRb SRC2 PPI
C/C(=N/NC(=O)Cc1cccs1)c1ccco1	-2%	-4%	-2%	0%	-4%	0%	5%	3%
CCN(CC)c1ccc(C(=O)OCC(=O)N2CCN(c3ccccc3)CC2)cc1	3%	0%	3%	11%	-5%	7%	6%	3%
Cc1c(NS(=O)(=O)c2ccccc2)cc(Cl)c(O)c1C	-7%	-1%	1%	-22%	-11%	-4%	14µM*	-24%
CCn1cc(C(=O)N2CCc3ccccc32)c(=O)c2cc(S(=O)(=O)N3CCCCCC3)ccc21	-9%	1%	1%	9%	-5%	/	-5%	-5%
CCOC(=O)c1cc(NC(=O)c2ccc(Cl)cc2)c(=O)oc1-c1ccccc1	-3%	-2%	0%	-3%	-5%	2%	-6%	1%
COCCOC(=O)C1=C(C)OC(N)=C(C#N)C1c1cc2cccc(C)c2nc1Cl (stereo not drawn)	-2%	-5%	-9%	0%	i	17%	?	-4%
CCOc1ccc(Br)cc1S(=O)(=O)NCc1ccncc1	2%	4%	0%	-6%	-2%	11%	12%	-9%
COc1ccc(NC(=O)c2cccc(-n3cnnn3)c2)cc1	-8%	0%	-1%	/	-4%	8%	5%	-2%
O=C(Nc1ccc2c(c1)OCO2)N1CCN(c2ncc(C(F)(F)F)cc2Cl)CC1	-5%	1%	-2%	-9%	-5%	/	-4%	-2%
Cc1ccc(N2CC(c3nc4ccccc4n3C)CC2=O)cc1C (stereo not drawn)	3%	-14%	-3%	-35%	-9%	-1%	3%	-2%
CN1CCN(Cc2c(O)ccc3c(=O)c(Oc4ccccc4Cl)c(C(F)(F)F)oc23)CC1	-5%	0%	-1%	8%	-6%	/	10%	-4%

A portion of the library. The share of hits here may be higher or lower than overall.
